MEKK2 mut-MEK5 = signal of MEK5 binding to mutant human MEKK2 PB1 domain; percent response, % at 10 µM; hit rate 0.35% among 290,000; bead flow cytometry, Alexa488-MEK5 binding to MEKK2 mutant; in the data active = percent response above about 24%, passing the limit was not always enough; note: inactives centre near 1; some results filed as inactive read as strong as hits; reference of the scale not given here
NALP1 inh = blocks the NALP1 inflammasome reconstituted in yeast; hit rate 0.61% among 280,000; inhibition, % at 10 µM; S. cerevisiae NALP1/ASC/caspase-1 growth, X-gal OD620, 72 h; in the data active = inhibition mostly above about 24%, no sharp cut-off; inactive = mostly below about 32%; note: some compounds called inactive have numbers as strong as hits
MEKK2 WT-MEK5 = raises or lowers MEK5 binding to wildtype human MEKK2 PB1 domain | bead flow cytometry, Alexa488-MEK5 binding to MEKK2 WT; actives lie on both sides | binding response (% of control), % at 10 µM | hit rate 1.1% among 290,000 | AID 1531; in the data active = binding response below about 67% or above about 130%
PfM18AAP inh = blocks P. falciparum M18 aspartyl aminopeptidase. recombinant PfM18AAP, H-Glu-NHMec fluorogenic cleavage. inhibition, % at 7.35 µM. hit rate 1.2% among 290,000. AID 1822;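 active = inhibition above the campaign mean inhibition over all tested compounds plus 3 SD, cut at about 28% in these data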;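 note: 0% = plate median of test compound wells and 100% = 2 mM ZnCl2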
UBC9 SUMO inh = SUMOylation inhibition; P63279; HTRF SUMOylation assay, SAE1/SAE2 + UBC9, in vitro; inhibition, % at 35 µM; hit rate 0.36% among 290,000; AID 2006; in the data active = inhibition above about 50%, passing the limit was not always enough; note: strong numbers were not always called active
p-CIP stab down = compounds decreasing mouse p/CIP protein stability; AID 1984; decrease of EGFP signal, % at 10 µM; F442A p/CIP-EGFP cells, EGFP fluorescence, 16 h; hit rate 0.01% among 290,000;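 active = EGFP signal decrease of at least 30% at 10 µM or well 3 SD below plate mean, unless failing retest; inactive = the rest, including hits failing retest or dose response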; note: some compounds called inactive have numbers as strong as hits; many of its hits are not listed in these tables
MEKK3 PB1 HTS = MEKK3-MEK5 PB1 interaction, increase or decrease; Q99759; bead-based flow cytometry, Alexa488-MEK5 binding to MEKK3; actives lie on both sides; 0 = blocked by unlabeled MEK5, 100 = vehicle; binding response (% of control), % at 10 µM; hit rate 1.4% among 290,000; AID 1529;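 active = binding response more than 3 SD above or below the average of its plate-row segment, actives on both sides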;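 note: Alexa488 bead fluorescence after subtracting the streptavidin-only scavenger bead signal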
IDE inh = cellular human IDE inhibition; P14735; HEK cells, FAbetaB cleavage, fluorescence polarization; inhibition, % at 5.59 µM; hit rate 0.41% among 320,000; AID 434962;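 active = percent inhibition above the average of all tested compounds plus 3 SD, set per screening campaign, cut at about 16% in these data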;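 note: IDE supplied by intact live HEK cells; FP after avidin binding of uncleaved biotin substrate so inhibition keeps polarization high; 0% = DMSO wells and 100% = 60 µM reference IDE inhibitor Ii1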
Target sequence (P14735 whole entry, looked up): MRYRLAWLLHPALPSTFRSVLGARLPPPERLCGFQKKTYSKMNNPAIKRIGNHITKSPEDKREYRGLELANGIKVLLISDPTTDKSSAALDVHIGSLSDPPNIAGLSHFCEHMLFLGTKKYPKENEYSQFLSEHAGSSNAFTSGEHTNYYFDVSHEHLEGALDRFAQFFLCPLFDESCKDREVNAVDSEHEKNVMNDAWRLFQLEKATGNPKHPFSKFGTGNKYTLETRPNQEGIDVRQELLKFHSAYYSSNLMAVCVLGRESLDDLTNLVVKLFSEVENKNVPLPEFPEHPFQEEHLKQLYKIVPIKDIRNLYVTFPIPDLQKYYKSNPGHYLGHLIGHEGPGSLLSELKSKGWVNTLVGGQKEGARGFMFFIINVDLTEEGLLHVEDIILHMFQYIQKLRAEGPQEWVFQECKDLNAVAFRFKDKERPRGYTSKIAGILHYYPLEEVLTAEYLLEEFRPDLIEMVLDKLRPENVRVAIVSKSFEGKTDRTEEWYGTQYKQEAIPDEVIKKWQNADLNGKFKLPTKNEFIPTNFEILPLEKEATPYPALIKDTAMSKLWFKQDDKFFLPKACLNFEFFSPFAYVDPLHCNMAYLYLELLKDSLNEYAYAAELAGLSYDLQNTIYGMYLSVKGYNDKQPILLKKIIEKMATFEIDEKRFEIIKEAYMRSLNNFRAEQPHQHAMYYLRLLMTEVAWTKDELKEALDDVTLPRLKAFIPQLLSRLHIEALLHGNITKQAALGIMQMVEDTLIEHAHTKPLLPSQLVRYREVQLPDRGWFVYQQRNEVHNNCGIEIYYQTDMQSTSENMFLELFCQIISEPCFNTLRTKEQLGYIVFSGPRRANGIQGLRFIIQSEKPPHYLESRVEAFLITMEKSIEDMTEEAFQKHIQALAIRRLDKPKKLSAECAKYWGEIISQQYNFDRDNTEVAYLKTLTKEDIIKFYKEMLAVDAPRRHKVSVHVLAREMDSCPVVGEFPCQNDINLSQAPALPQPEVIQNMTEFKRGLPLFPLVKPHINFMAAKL
IDE cell activ = IDE (human) activation, cell-based. AID 493087. P14735. activation, % at 5.96 µM. HEK cells, FAbeta-B cleavage, fluorescence polarization; 0% vehicle, 100% cell-free pure enzyme wells. hit rate 0.073% among 340,000;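 active = activation above the mean of all tested compounds plus 3 SD, set per screening campaign, cut at about 17% in these data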
Starred values were filed as active, the others as inactive; / = not tested or not shown; & = joins results of further samples; [ ] = dose if it differs, or a comment.

MEKK2 mut-MEK5	NALP1 inh	MEKK2 WT-MEK5	PfM18AAP inh	UBC9 SUMO inh	p-CIP stab down	MEKK3 PB1 HTS	IDE inh	IDE cell activ	Structure
-2	6	97	12	16	1	96	-4	1	COc1cccc(NC(=S)N(CCN(C)C)C(C)c2cccnc2)c1 (stereo not drawn)
/	-8	/	6	-2	-4	/	-3	7	O=C(C1CCN(Cc2cc(Cl)ccc2O)CC1)N1CCN(Cc2ccccc2)CC1
3	2	104	2	4	-2	98	9	-5	COC(=O)C1CCC(=S)N1C(=O)c1ccccc1 (stereo not drawn)
1	14	106	-7	5	-4	105	/	0	COCCN1C(=O)N(c2ccc(OC)cc2)C(=O)C1CC(=O)Nc1cccc(F)c1 (stereo not drawn)
-4	-8	93	3	1	7	94	3	4	CC1CCC(=NNC(=O)Cc2cccn2C)CC1 (stereo not drawn)
-45	9	7.0*[inhibitor]	-4	36	-1	5.0*[inhibitor]	1	4	COc1ccc(NC(=O)C2CCC(CNS(=O)(=O)c3cccs3)CC2)cc1 (stereo not drawn)
-12	3	88	-3	-12	-13	91	6	-1	COc1cc(C(=O)NC2CCN(Cc3nnnn3Cc3ccc(F)cc3)CC2)cc(OC)c1OC
1	8	99	13	3	1	102	9	2	Cc1cc(N2CCOCC2)nc2ccc(Cl)cc12
1	-11	100	2	8	-10	100	-6	5	N/C(CN1CCCC1=O)=N\O
6	30	106	-5	2	-16	106	-1	0	COc1cccc(NC(=O)CCC2CCN(C(=O)C3CC=CCC3)CC2)c1 (stereo not drawn)
-1	10	89	-11	17	9	86	5	4	N#Cc1ccc(OCC(O)CS(=O)(=O)c2ccc(F)cc2)cc1 (stereo not drawn)
-6	17	101	-8	-8	3	100	-1	4	CCCCn1c(=O)n(CC(=O)NCc2ccc(C)cc2)c(=O)c2c1nc(CO)n2CCC
-1	10	99	4	7	-9	102	2	1	O=C1C=C(N2CCCCC2)C2(CCCCC2)O1
0	28	108	1	-11	-10	106	5	-3	Cc1ccc(CNC(=O)CN(C)S(=O)(=O)c2cnc[nH]2)cc1
3	5	105	-2	0	-2	105	1	7	COc1ccc(CCNC(=O)Cn2nnc(-c3cccs3)n2)cc1OC
0	-4	105	-12	-4	-5	97	-1	3	OCCN1CCN(c2ncnc3c2c(-c2ccccc2)cn3-c2ccc(F)cc2)CC1
-7	6	92	4	-16	-1	89	-2	6	O=C(CN1C(=O)COc2ccccc21)NCC1CCCO1 (stereo not drawn)
2	20	102	-4	27	-8	104	4	-4	Cc1ccc(NC(=O)CNC(=O)c2ccco2)c(Cl)c1
10	/	106	-16	67	-11	108	1	/	CCC(C(=O)O)n1nnc(-c2ccc(OCc3ccccc3)c(OC)c2)n1 (stereo not drawn)
3	14	108	-5	6	3	106	-5	-1	COc1ccc(-c2csc(Nc3cccc(C)n3)n2)cc1

The listing continues:
MEKK2 mut-MEK5	NALP1 inh	MEKK2 WT-MEK5	PfM18AAP inh	UBC9 SUMO inh	p-CIP stab down	MEKK3 PB1 HTS	IDE inh	IDE cell activ	Structure
-1	1	98	-2	2	-17	101	1	8	Cc1nnsc1NC(=O)OCc1ccc(C(C)(C)C)cc1
1	/	102	/	/	/	99	-4	-3	OCCOCCn1c(C2CCCN2c2nc(-c3ccc(F)cc3)cs2)nc2cc(C(F)(F)F)ccc21 (stereo not drawn)
2	31	103	-23	23	-12	102	-1	3	CCOC(=O)CS(=O)(=O)c1nc(-c2ccccc2)cc(C(F)(F)F)n1
1	3	103	-3	-4	9	102	-5	-5	CN(Cc1ccccc1)C(=O)CCC1CCN(S(C)(=O)=O)CC1
4	1	103	4	-2	-11	103	8	-8	Cc1cc(NC(=O)CSc2nc(-c3ccccc3)c(C#N)c(=O)[nH]2)no1
1	/	97	/	/	/	97	4	4	CNC(=O)c1cc2c(cn1)[nH]c1ccccc12
-1	-5	102	6	0	-17	113	-5	/	CCOCc1[nH]c(=S)[nH]c(=O)c1Cc1ccc(OCC(C)C)cc1
-5	21	100	5	-12	-22	100	-1	1	COc1ccc(OC)c(-c2csc(NC(=O)Cc3ccccc3F)n2)c1
-3	-1	95	-6	5	7	93	-5	-2	COc1ccc2nc(SC)cc(C)c2c1
-4	24	98	-7	-5	-6	89	4	3	CN(C)c1ccc(NC(=O)CSc2nnc(-c3cccs3)n2Cc2ccco2)cc1
-12	8	94	-10	-28	8	90	6	5	CC(=O)Nc1ccc(-c2csc(Nc3cc(C)ccn3)n2)cc1
-9	-12	94	4	5	-6	101	10	4	COc1ccc(OCCCC(=O)NCCc2nc3ccccc3[nH]2)cc1
3	22	95	7	-32	-4	101	5	1	CN1/C(=C\C(=O)CSc2nnc(NCc3ccccc3)s2)C(C)(C)c2ccccc21
0	-4	108	3	-2	6	100	3	6	Cc1nc2ccccc2c(=O)n1/N=C/c1c(O)ccc2ccccc12
-1	11	94	3	13	-9	93	2	/	CCOc1ccc2nc(C)cc(Nc3ccc(N4CCOCC4)cc3)c2c1
-7	-9	94	-1	17	4	93	0	-4	Cc1ccc(/C=C/C(=O)NCc2cccs2)c(C)c1
-4	10	92	-50	5	5	93	-3	2	CC(=O)c1cccc(OCc2cc(C(=O)N(C)Cc3ccc(C)o3)no2)c1
5	-4	111	2	-1	7	104	-1	-5	C/C(CC(=O)Nc1ccc2c(c1)OCCO2)=N\NC(=O)c1cccc(O)c1
5	/	108	4	-7	-1	105	3	5	CN(C)S(=O)(=O)c1cccc(-c2nnc3n2CCCCC3)c1
9	-2	110	4	-3	6	106	-2	4	CCCOc1ccc(C(=O)CCNc2cccc(Cl)c2)cc1

Compounds above that contain a furan ring, fused or not:
MEKK2 mut-MEK5	NALP1 inh	MEKK2 WT-MEK5	PfM18AAP inh	UBC9 SUMO inh	p-CIP stab down	MEKK3 PB1 HTS	IDE inh	IDE cell activ	Structure
2	20	102	-4	27	-8	104	4	-4	Cc1ccc(NC(=O)CNC(=O)c2ccco2)c(Cl)c1
-4	24	98	-7	-5	-6	89	4	3	CN(C)c1ccc(NC(=O)CSc2nnc(-c3cccs3)n2Cc2ccco2)cc1
-4	10	92	-50	5	5	93	-3	2	CC(=O)c1cccc(OCc2cc(C(=O)N(C)Cc3ccc(C)o3)no2)c1

(more compounds)
MEKK2 mut-MEK5	NALP1 inh	MEKK2 WT-MEK5	PfM18AAP inh	UBC9 SUMO inh	p-CIP stab down	MEKK3 PB1 HTS	IDE inh	IDE cell activ	Structure
-1	-2	94	-4	19	-9	99	2	3	CCCn1nnnc1NC(=O)CSc1ccc(Cl)cc1
-4	18	98	-14	13	-4	104	3	0	O=S1(=O)CCOC[C@H](CC2CCCCC2)N1Cc1ccccc1F
0	-6	101	-9	-6	-15	105	-2	-6	Cc1onc(-c2ccccc2)c1CNC(=O)C1COc2ccccc2O1 (stereo not drawn)
-2	23	104	-3	9	-12	96	14	-25	Cc1ccc[n+](C(C)C(=O)c2ccc(-c3ccccc3)cc2)c1 (stereo not drawn)
0	4	102	0	0	-5	104	2	3	Cc1ccc(CN2CCC(n3nccc3NC(=O)CCOc3ccccc3)CC2)o1
3	12	98	0	6	-2	98	4	7	COc1ccc(CNC(=O)CSc2nc3cccnc3s2)cc1
3	2	108	-3	23	-11	100	10	2	CN(CCOc1ccccc1)CC(=O)Nc1ccc(S(=O)(=O)N2CCCC2)cc1
-8	12	102	-1	5	-17	97	4	1	Cc1onc(-c2ccccc2)c1C(=O)N1CCN(c2ncccn2)CC1
0	17	96	4	13	-1	101	0	6	CC1=C(C(=O)N2CCCCC2)C(c2cccs2)NC(=O)N1 (stereo not drawn)
0	32	104	2	-22	3	98	-3	-2	CCN(CC)C(=O)C1CCCN(Cc2ccc3c(c2)OCO3)C1 (stereo not drawn)
5	6	93	2	-2	-8	109	/	3	CNc1nc(-c2ccc3c(c2)CCN3C(=O)c2ccccc2F)cs1
-7	15	94	-7	10	-17	102	-1	1	Cc1onc(-c2ccccc2Cl)c1C(=O)Nc1ccc(Br)cc1
-1	/	96	-5	8	-9	97	2	3	O=C(Nc1ccc(F)cc1)c1ccccc1F
-1	-1	99	1	-1	-14	101	8	/	CCOC(=O)c1cn2nc(Oc3ccccc3)ccc2n1
2	18	98	12	-5	3	103	-6	4	O=C(COC(=O)c1cc(-c2ccccc2Cl)nc2ccccc12)Nc1ncc(C(F)(F)F)cc1Cl
-4	-5	101	12	-4	8	99	1	5	Cc1ccccc1N(C(=O)c1ccccn1)C(C(=O)NCc1ccccc1)c1ccncc1 (stereo not drawn)
2	6	101	12	11	-8	97	-3	2	S=C(Nc1ccc(Cl)c(Cl)c1)N1CCOCC1
13	12	108	4	1	-6	107	11	-5	COCCNC(=O)c1c[nH]c2ccc(S(=O)(=O)N3CCc4ccccc43)cc2c1=O
2	10	104	5	17	-19	105	-6	1	O=[N+]([O-])c1ccc(Oc2cccc(Br)c2)c2ccncc12
5	8	104	-5	-1	5	100	-3	4	COc1ccccc1N1CCN(/N=C/c2cc(Br)ccc2F)CC1

Carrying on:
MEKK2 mut-MEK5	NALP1 inh	MEKK2 WT-MEK5	PfM18AAP inh	UBC9 SUMO inh	p-CIP stab down	MEKK3 PB1 HTS	IDE inh	IDE cell activ	Structure
2	7	102	-1	/	-21	101	-3	4	CC(C)[C@H](NC(=O)N1CC(=O)Nc2ccccc21)C(=O)N1CCC(C(=O)O)CC1
7	4	106	-3	9	-26	103	-4	2	CCCn1c(=O)c(C(=O)NNC(=O)c2cccc([N+](=O)[O-])c2)c(O)c2ccccc21
-4	15	102	-2	15	-10	105	-2	-6	CC(NC(=O)C12CC3CC(CC(O)(C3)C1)C2)c1ccc(Cl)cc1Cl (stereo not drawn)
-5	7	94	2	4	7	97	8	4	O=C(CS(=O)(=O)c1cn(Cc2cccc(F)c2)c2ccccc12)N1CCCCC1
16	23	107	4	9	-5	97	0	-5	CCN(CC)C(=O)Cn1c(=O)n(CCCCCC(=O)Nc2ccccc2)c(=O)c2sccc21
8	10	107	-5	18	-2	105	-2	-1	CCc1nc2c(C#N)c(-c3ccc(Cl)cc3)ccn2n1
-7	8	90	-4	8	-5	94	5	-8	CCC(C)(C)n1nnnc1CN1CCN(c2nc3ccc(C)cc3cc2C#N)CC1
8	21	116	4	-1	-3	112	-1	-2	COC(=O)c1ccc(NC(=O)CSc2nnc(C(C)NC(=O)c3ccccc3Cl)n2C)cc1 (stereo not drawn)
0	3	107	1	5	5	105	2	5	COc1ccc(/C=C/C(=O)OCC(=O)c2c(N)n(C)c(=O)n(C)c2=O)c(OC)c1
5	-2	110	7	2	-8	101	11	4	O=C(C1=C[C@H](C2CC2)C[C@H](OCc2ccc(CO)cc2)O1)N1CCN(Cc2ccc3c(c2)OCO3)CC1
-5	-3	96	7	5	-6	98	2	/	O=C1c2ccc([N+](=O)[O-])cc2C(=O)N1c1c[nH]c(=O)[nH]c1=O
-3	6	103	2	4	-9	105	1	2	COc1ccc(-n2c(=S)[nH]c3cc(C(=O)NCc4cccnc4)ccc3c2=O)cc1
2	10	100	3	6	-5	102	0	0	O=C(CSCc1ccccc1)N1CCc2ccccc21
3	0	107	4	6	-13	108	1	0	CCOc1ccc(NC(=O)CSc2nnc(-c3ccoc3C)n2CC2CCCO2)cc1 (stereo not drawn)
-4&2	8	92&102	6&2	7	0	97&103	5&1	5&0	CC(Oc1ccc2c(-c3ccccc3)cc(=O)oc2c1)C(=O)NCC1CCC(C(=O)O)CC1 (stereo not drawn)
-14	-5	91	-3	19	-9	89	3	/	Nn1c(SCc2ccccc2F)nnc1-c1ccncc1
1	8	100	0	-6	5	101	3	1	O=S(=O)(c1ccccc1Cl)N1CCC(Cc2ccccc2)CC1
6	26	106	0	-2	-14	104	9	2	CS(=O)(=O)N(CC(=O)NCC1CCCO1)Cc1ccc(Cl)cc1 (stereo not drawn)
-10	25	82	-7	16	-7	98	0	-1	CCNc1nc(N)nc(Oc2ccc(OCCOc3ccc(Cl)cc3Cl)nn2)n1

Screens as filed in PubChem BioAssay.

Only part of the results is shown; the hit share may differ from the screen's.
